# 14-3-3 Bad inh: disrupts binding of bovine 14-3-3 zeta to phospho-Bad peptide | hit rate 0.71% among 220,000 | inhibition, % at 21.7 µM | TR-FRET 14-3-3zeta/Dy647-pBad peptide displacement, 1 h;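 active means inhibition above about 70%, limit read from the data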;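 further: 0% = full 14-3-3 plus peptide FRET controls and 100% = background without 14-3-3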
# Target sequence (P63103 whole entry, looked up): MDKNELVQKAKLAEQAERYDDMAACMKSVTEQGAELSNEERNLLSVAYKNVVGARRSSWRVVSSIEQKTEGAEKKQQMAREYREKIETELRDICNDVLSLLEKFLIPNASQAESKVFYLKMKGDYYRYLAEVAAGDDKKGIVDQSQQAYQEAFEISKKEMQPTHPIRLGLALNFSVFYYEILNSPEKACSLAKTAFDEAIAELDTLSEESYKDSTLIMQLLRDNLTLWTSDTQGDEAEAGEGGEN
# EP2 antag: inhibitors of human EP2 prostaglandin E2 receptor | C6 glioma cells expressing human EP2, cAMP TR-FRET; cells stimulated with saturating PGE2 | P43116 | inhibition, % at 25 µM | AID 1422 | hit rate 0.52% among 260,000;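 active means percent inhibition above 40 after rounding to a whole number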;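 further: rat C6 glioma host cells with rolipram phosphodiesterase inhibitor present; the protocol text gives 20 µM as final concentration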
# Target sequence (P43116 whole entry, looked up): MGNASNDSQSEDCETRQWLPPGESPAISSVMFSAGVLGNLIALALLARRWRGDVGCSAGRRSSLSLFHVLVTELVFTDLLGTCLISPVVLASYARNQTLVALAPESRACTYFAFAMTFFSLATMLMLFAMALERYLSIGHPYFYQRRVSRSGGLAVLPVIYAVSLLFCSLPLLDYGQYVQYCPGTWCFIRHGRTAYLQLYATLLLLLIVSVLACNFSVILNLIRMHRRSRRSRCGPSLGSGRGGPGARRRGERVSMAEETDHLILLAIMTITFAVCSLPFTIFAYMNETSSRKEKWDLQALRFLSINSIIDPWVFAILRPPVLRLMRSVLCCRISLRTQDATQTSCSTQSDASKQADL
# Tb hexokinase: T. brucei hexokinase 1 inhibition | recombinant TbHK1, G6PDH-coupled NADH A340 | hit rate 0.11% among 220,000 | inhibition, % at 10 µM | AID 1430;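 active means inhibition of 50% or more in the single-dose primary screen; inactive means inhibition below 50%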
# Calpain2 inh: calpain II (pig) inhibition. inhibition, % at 16 µM. hit rate 0.37% among 220,000. purified calpain II, fluorogenic peptide substrate, 30 min;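 active means inhibition above about 50%, limit read from the data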
# eIF4E 4G PPI: blocks eIF4E binding to eIF4G; TR-FRET eIF4E-eIF4GI(517-606) binding, 2 h; inhibition, % at 21.7 µM; hit rate 0.37% among 220,000; AID 782;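 active means inhibition above about 30%, limit read from the data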;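 further: 0% = full FRET control wells and 100% = background wells lacking eIF4GI fragment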
# Hck Nef HTS: inhibitors of human Hck kinase activated by Nef | AID 463187 | P08631 | Recombinant Hck-YEEI plus Nef, Z-Lyte FRET kinase assay | hit rate 0.68% among 220,000 | inhibition, % at 20 µM;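 active means Hck-Nef kinase inhibition above about 50%, limit read from the data; inactive means inhibition below that limit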;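 further: 0% = DMSO with Hck plus Nef and 100% = Hck alone without Nef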
# zVAD death inh: blocks zVAD induced death of L929 cells | L929 zVAD necroptosis rescue, ATP luminescence, 24 h; with zVAD 60 µM | viability rescue, % at 10 µM | hit rate 0.38% among 220,000;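 active means activation, scaled between plate controls, above about 75%, limit read from the data; inactive means activation under that limit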;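 further: 0% = zVAD with DMSO and 100% = DMSO alone without zVAD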
# EP2 mod: modulators of human EP2 prostaglandin E2 receptor. P43116. EP2-expressing cells, cAMP HTRF FRET, PGE2 co-stimulation. induction, % at 25 µM. hit rate 0.83% among 260,000;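 active means compounds whose cAMP rise, as percent of the full-agonist control response, exceeds 60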;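 further: rat C6 glioma line stably carrying human EP2 under a CMV promoter; the protocol text gives 20 µM as final concentration; 100% = response of wells given 1 µM PGE2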
# Rad51 HR inh: Rad51 (human) homologous recombination inhibition; Q06609; hRad51 DNA strand exchange, fluorescence dequenching; inhibition, % at 10 µM; hit rate 0.085% among 200,000;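 active means inhibition above 40% at the single screening dose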;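 further: 0% = DMSO control wells and 100% = blanks with heterologous ssDNA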
# Target sequence (Q06609 whole entry, looked up): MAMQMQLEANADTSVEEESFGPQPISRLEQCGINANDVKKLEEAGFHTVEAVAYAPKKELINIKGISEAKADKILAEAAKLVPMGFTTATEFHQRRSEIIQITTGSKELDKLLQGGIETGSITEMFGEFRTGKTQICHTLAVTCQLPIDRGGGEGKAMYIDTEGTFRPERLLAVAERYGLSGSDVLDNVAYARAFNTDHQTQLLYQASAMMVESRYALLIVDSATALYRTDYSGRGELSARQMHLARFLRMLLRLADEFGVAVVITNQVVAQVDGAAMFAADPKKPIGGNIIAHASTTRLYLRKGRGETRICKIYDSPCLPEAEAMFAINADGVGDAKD
#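 Material: hRad51 filaments on single-stranded DNA; Reagent: Donor/quencher-labelled 47-bp dsDNA substrate; Compound: 10 µM final, single point; Schedule: 37 °C 15-min filament assembly, 30-min compound preincubation, 15-min exchange; Technique: FRET fluorescence, excitation 485 nm, emission 520 nm; Benchmarks: control wells and blank wells on each plate.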
# * hit, by the source's call; i = inactive; x = not tested or not shown; & = joins results of further samples; [ ] = dose if it differs, or a comment. An excerpt; the hit share may differ from the screen's.
SMILES,14-3-3 Bad inh,EP2 antag,Tb hexokinase,Calpain2 inh,eIF4E 4G PPI,Hck Nef HTS,zVAD death inh,EP2 mod,Rad51 HR inh
O=C(Nc1cc(F)cc(F)c1)c1ccc(NCCc2ccccc2)c([N+](=O)[O-])c1,-29.2,11.4,-0.8,3.4,2.3[fluorescence artefact?],0.9,0.9,-69.6,-39.2
Cc1ccc(N(CC(=O)NN=C2CCN(C)CC2)S(=O)(=O)c2ccccc2)c(C)c1,-6.8,14.3,28.5,-5.0,3.9,2.3,0.2,2.0,2.5
CCOc1ccc(C(=O)N/N=C/c2c(C)[nH]c(=O)[nH]c2=O)cc1,-3.9,2.7,-41.1,-26.6,0.0,14.8,0.8,15.2,3.6
O=C(O)Cc1c(C(=O)O)[nH]c2ccc(C(=O)O)cc12,-3.5,0.2,-1.5,-39.3,-5.7,22.0,1.1,0.1,4.0
CSc1ccc(Cl)c(C(=O)OCC(=O)N2CC(C)OC(C)C2)c1 (stereo not drawn),-8.6,5.5,4.5,-27.7,1.5[fluorescence artefact?],0.3,0.1,-11.7,-9.1
CCn1c(C)nc2cc(-c3nc4n(n3)Cc3ccccc3-4)ccc21,8.0,6.0,-3.4,-19.4,-2.7,-4.4,2.8,-23.0,-0.3
COc1ccc(C(=O)Nc2ccccn2)cc1,1.1,x,-3.0,13.1,-3.9,-8.1,-0.8,1.4,x
Cc1cc(N/N=C/c2ccccc2O)nc(-c2ccccc2O)n1,-6.6,60.1*,-17.6,-61.6,2.8[fluorescence artefact?],1.1,3.6,-56.7,-2.6
Cc1cc(Br)c(NC(=O)c2c(-c3c(Cl)cccc3Cl)noc2C)c(Br)c1,1.0,15.4,-3.8,9.5,1.8,8.4,-0.2,13.3,-9.6
C/C(N)=C(/C#N)C(=O)CSc1nnc(Nc2c(C)cccc2C)s1,3.7,7.3,4.2,-19.5,21.3,4.8,3.5,-4.8,-1.6
O=C(NC1=NCCS1)c1ccc(Cl)c(S(=O)(=O)N2CCc3ccccc32)c1,-5.2,5.8,-3.4,-4.6,-10.9,15.8,0.8,-0.6,31.5
CN(C)c1ccc(NC(=O)C(=O)C2C(=O)Nc3ccccc32)cc1 (stereo not drawn),0.6,10.1,-46.6,-0.6,5.4,10.5,0.7,-8.0,-8.1

# The last 4 records of the part before open the next one.
SMILES,14-3-3 Bad inh,EP2 antag,Tb hexokinase,Calpain2 inh,eIF4E 4G PPI,Hck Nef HTS,zVAD death inh,EP2 mod,Rad51 HR inh
Cc1cc(Br)c(NC(=O)c2c(-c3c(Cl)cccc3Cl)noc2C)c(Br)c1,1.0,15.4,-3.8,9.5,1.8,8.4,-0.2,13.3,-9.6
C/C(N)=C(/C#N)C(=O)CSc1nnc(Nc2c(C)cccc2C)s1,3.7,7.3,4.2,-19.5,21.3,4.8,3.5,-4.8,-1.6
O=C(NC1=NCCS1)c1ccc(Cl)c(S(=O)(=O)N2CCc3ccccc32)c1,-5.2,5.8,-3.4,-4.6,-10.9,15.8,0.8,-0.6,31.5
CN(C)c1ccc(NC(=O)C(=O)C2C(=O)Nc3ccccc32)cc1 (stereo not drawn),0.6,10.1,-46.6,-0.6,5.4,10.5,0.7,-8.0,-8.1
CC(C)C(=O)NC(=S)Nc1ccccc1N1CCN(C(=O)c2ccccc2)CC1,-14.8,11.9,3.9,20.6,2.7,21.1,0.6,-15.6,-6.0
Cc1cccc(C)c1OCC(=O)N/N=C/C=C/c1ccco1,-19.3,3.6,-45.1,-16.5,-0.1,27.3,1.3,-67.8,11.6
CCOC(=O)c1c(NC(=O)c2ccc(Br)o2)sc(C)c1CC,7.6,4.8,2.0,11.9,7.9,-3.7,0.4,73.6*,2.6
O=C(NCCCN1CCOCC1)c1c(F)cccc1F,-4.0,2.9,-2.0,-25.2,8.0[fluorescence artefact?],5.8,-0.5,16.6,-5.6
Cc1cc(OCC(=O)NCCN2CCOCC2)ccc1Br,5.7,10.6,2.5,-31.1,4.3[fluorescence artefact?],2.8,-0.5,-6.8,-1.5
O=S(=O)(Nc1nc2ccccc2nc1NCc1ccco1)c1ccccc1,7.3,0.9,0.6,-49.9,1.6,0.1,-0.3,26.7,-4.7
O/N=C\c1ccccc1Oc1ccc(F)cc1,-6.8,3.0,-2.7,-5.1,-2.2,20.5,1.6,25.2,6.7
Cc1c(NC(=O)Cc2cccs2)cccc1[N+](=O)[O-],3.3,4.7,5.3,-7.2,5.8,-14.6,-0.4,-11.6,-5.0
CC(C)Oc1c(N2CCOCC2)c(=O)c1=O,-3.3,6.3,-11.0,-31.9,-1.2,23.7,-0.4,12.8,-3.6
COC(=O)c1sccc1NC(=O)Cc1ccc(Br)cc1,-17.2[fluorescence artefact?],6.1,32.0,4.8,-4.4,2.6,-0.1,51.6,x
CN1/C(=C\C=C2/SC(=S)NC2=O)C(C)(C)c2ccccc21,-0.7,16.6,-5.6,-45.2,2.6,19.7,62.8,-3.4,i
C[C@@](Cc1ccc(O)c(O)c1)(NN)C(=O)O,2.3[fluorescence artefact?],11.4,3.0,-0.2,-1.7[fluorescence artefact?],-0.2,0.8,9.6&-3.6,x
CCOC(=O)C1C(=O)CC(C)(O)C(C(=O)OCC)C1c1ccc(C)s1 (stereo not drawn),-3.0,5.0,-12.6,34.2,-7.3,6.9,-0.8,7.7,1.8
COCCCNc1nc2ccccc2nc1NS(=O)(=O)c1ccc(C)c(C)c1,21.6,13.5,-23.5,-9.9,2.9,13.9,2.0,-3.5,x
Cc1ccc(O)c(-c2cc(C(=O)NCc3ccncc3)[nH]n2)c1,-1.7,11.2,-1.5,-21.9,-0.5,0.2,0.7,-32.2,4.8
CS(=O)(=O)N(CCc1ccccc1)CC(=O)N1CCN(c2ccccc2)CC1,-2.8,9.5,-1.7,9.6,-4.3[fluorescence artefact?],1.8,0.2,-30.2,0.7
Cc1c(C(=O)Oc2cc(N)n(S(C)(=O)=O)n2)cccc1[N+](=O)[O-],3.0,1.9,-3.2,4.4,1.6,-8.0,0.2,-18.8,x
COc1cc(OC)c(C(=O)Nc2ccc(N(C)C)cc2)cc1OC,-4.3,13.6,-20.7,-14.6,12.7,-1.9,0.1,-23.4,2.3
FC(F)(F)c1cccc(Oc2ccc3c(C(F)(F)F)cc(C(F)(F)F)nc3n2)c1,-7.0,9.7,0.1,-90.1,5.7[fluorescence artefact?],1.3,-0.1,7.0,2.0
CCNC(=S)Nc1sc2c(c1C#N)CCC(C)C2 (stereo not drawn),-0.9,6.2,-29.4,0.1,0.0,12.1,0.7,-54.5,-10.9
O=C(/C=C/c1ccc(O)cc1)c1c(O)cc(O)cc1O,-6.7,19.0,-33.0,-9.4,-17.5,40.5,0.9,25.8,0.0
CCn1c(SCC(=O)Nc2cccc(C)c2)nc2nc3c(cc2c1=O)COC(C)(C)C3,3.3,2.1,-19.8,-4.6,-0.3,11.1,-0.8,-30.5,2.3
CCCSc1nc2cc(C)c(C)cc2n1CC(C)O (stereo not drawn),23.0,12.2,-4.1,-4.1,-0.7,-4.7,-0.4,-31.9,-2.0
CCOC(=O)Cc1cc(=O)[nH]c(/N=C(\N)Nc2ccc(C)c(C)c2)n1,-8.6,4.3,-7.0,-21.5,0.1,24.0,-1.0,-46.0,-10.7
COc1ccc(NS(=O)(=O)c2ccc(N3CCOCC3)c(NC(=O)c3ccccc3Cl)c2)cc1,7.3,9.8,29.1,13.9,1.9,1.7,-0.9,20.3,9.8
C/C(=N\Nc1cccc2cccnc12)c1ccccc1O,-17.3,6.6,-3.2,-24.0,2.3,14.2,7.4,37.7,14.4
Cc1cc(N)n(-c2ccccn2)n1,-11.8,5.4,-4.7,24.4,1.3,3.0,-0.3,4.9,9.3
CCCC(=O)Nc1ccc(C#Cc2ccccc2)cc1,5.0,13.2,-4.6,-5.1,1.4,-0.5,0.8,-21.8,0.5
O=C(O)CCNC(=O)/C(=C/C=C/c1ccccc1)NC(=O)c1ccccc1,10.8,5.0,-51.5,6.7,-0.1,4.9,0.4,33.6,x
O=C(NCCCn1ccnc1)/C(=C/c1cccnc1)NC(=O)c1ccco1,0.9,10.4,-7.5,-26.2,-6.2,14.1,0.3,14.3,-9.9
Cc1ccc(CC(=O)NCC(C)C)cc1,2.2,7.3,2.6,-2.3,-4.9,0.0,0.7,9.8,-2.5
CCc1ccccc1OCc1nnc(N)s1,21.4[fluorescence artefact?],17.1,1.7,-5.7,4.5[fluorescence artefact?],-3.7,1.2,5.5,-10.6
COc1ccccc1-n1c(SCC(=O)N(C)C2CCS(=O)(=O)C2)nc2ccccc2c1=O (stereo not drawn),-6.3,3.7,0.4,-8.7,-0.1,2.4,1.1,4.6,-2.6
Cc1cc(C(=O)NCc2cc(F)cc3c2OCOC3)nn1C,-4.8,11.3,6.9,-1.3,4.2,4.2,1.5,-18.6,-0.3
O=C(NCc1ccco1)c1ccc2c(=O)n(-c3ccccc3)c(=S)[nH]c2c1,-2.4,10.0,0.6,-15.3,12.7,-0.8,0.2,8.8,-3.8
CC(C)c1ccccc1OCCCCCNCCO,-3.4[fluorescence artefact?],5.9,3.4,-3.1,-1.7,3.2,0.1,6.7,-2.6
Cc1cc(C(=O)OCC(=O)Nc2c(F)cccc2F)c(C)n1-c1ccccc1,-6.3,14.7,39.4,36.5,-5.8,-13.8,1.9,-17.1,9.7
O=C(C1CCN(c2ccc(N3CCOCC3)nn2)CC1)N1CCN(c2ccc(F)cc2)CC1,x,7.3,4.6,x,x,0.0,0.6,x,-11.4
CCOC(=O)c1c(C)oc2c1c(C=NC1CCS(=O)(=O)C1)c(O)c1ccccc12 (stereo not drawn),22.0,x,-7.1,5.5,-4.3,18.9,-0.1,12.7,x
CCCn1nnc(NC(=O)c2sc3ccccc3c2Cl)n1,9.1,64.5*,1.2,24.0,-4.3,0.9,0.3,8.1,0.2
CCC1(C(=O)OC)NC(c2cccc(F)c2)C2C(=O)N(C)C(=O)C21 (stereo not drawn),0.6,8.9,3.0,-16.1,7.4,-0.8,-0.4,5.2,-10.4
COCCNC(=O)CN(C(=O)Cn1nnc2ccccc21)c1ccc(C)c(F)c1,2.8,11.1,2.2,-10.4,3.1,2.7,-0.3,21.2,-4.6
COc1cccc(/C(C)=N/NC(=O)Cc2c(C)[nH][nH]c2=O)c1,-10.2,6.7,-3.0,-27.8,1.7,1.5,0.4,35.4,-10.2
COc1ccc(C(=O)N/N=C/c2ccccc2C(=O)O)cc1OC,-0.7,5.2,-13.7,-20.8,-10.7,23.9,-0.3,15.8,40.8*
Cc1ccc(NC2SC(=O)N(Cc3cccc(C(=O)O)c3)C2=O)c(C)c1 (stereo not drawn),5.7,5.4,5.5,5.5,0.6,17.2,0.0,3.6,23.6
COc1cccc(-c2nnn(CC(=O)Nc3cc(OC)c(NC(=O)c4ccco4)cc3OC)n2)c1,-0.7,9.9,-31.0,-71.2,-5.6,24.6,-0.4,27.0,1.2
Cc1ccc(S(=O)(=O)N2CCN=C2SCc2ccccc2)cc1,1.9,5.0,-0.7,5.5,-0.2,20.5,2.6,36.4,-0.4
CCOc1cc(/C=N/NC(=O)CCCC(=O)NC2CCCCC2)ccc1O,-15.3,5.3,14.4,-4.6,15.6[fluorescence artefact?],3.2,0.8,16.2,1.6
Cc1cccc(NC(=O)CCCCCN2C(=O)c3ccccc3C2=O)n1,-9.7[fluorescence artefact?],4.1,0.5,18.3,-3.7[fluorescence artefact?],10.3,-0.2,-10.6,-1.6
Cc1cc(NC(=O)c2ccccc2)n(-c2ccccc2)n1,-11.6,5.0,5.9,-9.7,0.7,15.2,3.3,14.4,3.1

# Screens: PubChem, several laboratories
